Compound activity from PubChem BioAssay.
UBC13 polyUb: UBC13 polyubiquitin chain formation inhibitors, primary screen, biochemical, TR-FRET, uHTS | inhibition, % at 20 µM | AID 485273, 2010 | Ubiquitin-conjugating enzyme E2 N (Homo sapiens), P61088 | 330,000 compounds, 0.47% hits; in the data active = inhibition above about 45%, passing the limit was not always enough
Target sequence (P61088 whole entry, looked up): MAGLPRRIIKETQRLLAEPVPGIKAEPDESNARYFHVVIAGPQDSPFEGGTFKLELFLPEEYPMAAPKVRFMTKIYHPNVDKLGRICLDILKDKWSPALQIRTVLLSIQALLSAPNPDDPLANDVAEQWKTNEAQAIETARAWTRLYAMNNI
APJ ag: agonists of human apelin receptor APJ, primary screen, CHO-K1 cells, PathHunter beta-arrestin, luminescence. 0% DMSO wells, 100% apelin. 330,000 compounds, 0.11% hits. AID 2520, 2010. activation, % at 20 µM. P35414;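 active = activation more than six SD over the plate average, tested at 20 µM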;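 also: 0% = DMSO alone and 100% = apelin-13 at 10 nM; some results filed as inactive read as strong as hits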
Target sequence (P35414 whole entry, looked up): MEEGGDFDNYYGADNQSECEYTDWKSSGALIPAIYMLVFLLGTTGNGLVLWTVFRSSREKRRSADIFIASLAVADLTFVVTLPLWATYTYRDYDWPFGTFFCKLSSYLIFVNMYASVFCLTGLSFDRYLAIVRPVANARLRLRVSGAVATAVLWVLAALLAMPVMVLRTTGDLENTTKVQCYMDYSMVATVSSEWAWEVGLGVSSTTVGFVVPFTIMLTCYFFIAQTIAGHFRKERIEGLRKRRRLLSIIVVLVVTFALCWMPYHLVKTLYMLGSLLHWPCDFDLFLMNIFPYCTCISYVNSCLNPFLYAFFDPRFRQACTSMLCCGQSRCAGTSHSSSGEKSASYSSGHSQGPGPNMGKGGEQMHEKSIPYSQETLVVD
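Assay system: CHO-K1 APJ beta-arrestin complementation cell line / Compound: single test compound dose, 20 µM final, 1% DMSO / Times: overnight seeding, 90 min compound at 25 °C, 1 h detection / Technique: beta-gal luminescence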
APJ antag: antagonists of human apelin receptor APJ, primary screen, CHO-K1 cells, beta-arrestin complementation, luminescence; inhibition, % at 20 µM; 330,000 compounds, 0.32% hits; AID 2521, 2010;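 active = inhibition above about 40% at 20 µM, limit read from the data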;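 also: cells challenged with 10 nM apelin-13 agonist together with compound; plate controls were apelin-13 plus DMSO wells for no effect and DMSO wells lacking apelin-13 for full effect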
Active calls of the source: *. This is a subset. The share of hits here may be higher or lower than overall.

SMILES	UBC13 polyUb	APJ ag	APJ antag
Cc1ccc(C(=O)C2=C(O)C(=O)N(CCN3CCOCC3)C2c2ccccn2)o1 (stereo not given)	-10	-3	-12
CC1(C)C=Cc2c(ccc(-c3coc4cc(O)ccc4c3=O)c2O)O1	2	-7	8
Brc1ccc(/C=N/Nc2nncc(-c3ccccc3)n2)o1	-11	-1	-28
O=C(O)c1ccc(Cn2c(SCc3cc(=O)n4cc(Br)ccc4n3)nc3ccsc3c2=O)cc1	-20	1	-6
CN(CCO)c1nc(N)c2c(N)nc3c(c2c1C#N)CC(=O)N3C1CCCC1	-48	3	-27
COc1ccc(Nc2cc(C(=O)NCc3cccnc3)c3ccccc3n2)c(OC)c1	-5	-1	20
O=C(N=Nc1c(O)n(C2OC(=O)c3ccccc32)c2ccccc12)c1ccco1 (stereo not given)	-22	-1	0
CCN1C(=O)[C@H]2[C@H]3[C@H](O)[C@H](O)C/C(=N\O[C@H](C)c4cn([C@H](CO)Cc5ccccc5)nn4)[C@@H]3CC[C@H]2C1=O	1	10	1
O=C(NCCCN1CCCC1)c1ccc(Cn2c(=S)[nH]c3ccc(Br)cc3c2=O)cc1	48*	-1	19
O=C1CSC(=S)N1c1ccc(F)cc1	6	-2	25
O=C1c2ccccc2C(=O)C12OC2c1ccc(Cl)cc1 (stereo not given)	-17	2	-32
CCC1SC2=NCN(c3ccccc3)CN2C1=O (stereo not given)	-14	-2	0
COc1cccc(C(=O)NC2CCN(CC(=O)Nc3c(C)cc(C)cc3C)CC2)c1	-4	-2	-4
CC1(C)NC(=O)N(CCCCOc2ccccc2[N+](=O)[O-])C1=O	-8	-1	14
COc1ccc(N(CC(=O)NCCC2=CCCCC2)S(=O)(=O)c2ccc(C)cc2)cc1	10	-3	5
c1cc2c(cc1OCCNC1CCCC1)CCC2	-3	-1	-18
CCOC(=O)C1CCN(CC(=O)Nc2c(C(=O)OC)[nH]c3ccccc23)CC1	9	-5	-5
COCCn1c(-c2ccc(Cl)cc2)nc2c(c(=O)c3ccccc3n2C)c1=O	9	-3	17
COc1ccc(CCn2c(C)ccc2C)cc1OC	-19	1	9
COc1ccc(CCNC(=O)CCCn2c(SCC(N)=O)nc3cc4c(cc3c2=O)OCO4)cc1OC	5	-3	3
COc1ccc(O[C@H]2C=C[C@@H](c3ccccc3)O[C@@H]2COC(=O)CC/C(C)=N/OC[C@@H](O)COCc2ccco2)cc1	4	-2	1
Cc1ccc(C(=O)Nc2cc(Cl)ccc2OC(=O)c2ccc(C)cc2)cc1	-3	-1	-11
CCCCCCCCCCC(=O)NNC(=O)c1c(O)c2ccccc2n(CC)c1=O	-1	-3	-4
O=P(O)(O)CP(=O)(O)O	9	11	9
CCCCNc1ccc(S(N)(=O)=O)cc1[N+](=O)[O-]	-10	-3	5
CC1CC(OC(=O)CN2CCCCC2)CC(C)(C)C1 (stereo not given)	3	-7	19
O=C(Nc1nc2c(ccc3ccccc32)s1)c1cc([N+](=O)[O-])ccc1N1CCOCC1	-8	-7	-1
Nc1c(C(=O)Nc2ccccc2)sc2nc(-c3cccnc3)ccc12	-1	0	-25
COc1cc(OC)cc(C(=O)OCCNC(=O)Cn2cnc3c2c(=O)n(C)c(=O)n3C)c1	-3	-2	13
CCOC(=O)c1ccc2nc(C)cc(Nc3cccc(C(=O)O)c3)c2c1	-5	-2	14
Cc1ccc(S(=O)(=O)c2c[nH]c3cc4c(cc3c2=O)OCO4)cc1	-2	-3	-14
Cc1nc2sccn2c(=O)c1CCN1CCC(=C(c2ccccc2)c2ccc(F)cc2)CC1	29	-2	10
O=C(Oc1cccc(O)c1)C1CCCCC1	2	0	10
c1ccc(CCCOCCC2CO2)cc1 (stereo not given)	-10	10	-52
COC(=O)C/C=C/[C@@H](C)[C@@H](/C=N/O[C@H](C)c1cn([C@@H]2COC[C@H]2O)nn1)NS(=O)(=O)c1ccc(C)cc1	0	0	12
Cc1ncc(CO)c2c1Oc1nc(-c3ccccc3)nc(SCC(=O)N(C)c3ccccc3)c1C2	7	28*	-134
Oc1cccc(O)c1O	7	-5	-77
CC(C(=O)Nc1ccccc1F)N1CCN(C)CC1 (stereo not given)	-4	-4	6
CC(=O)C1=C(O)C(=O)N(Cc2cccnc2)C1c1ccc(C)cc1 (stereo not given)	0	8	2
O=c1[nH]cc(N=Cc2cc([N+](=O)[O-])ccc2O)c(=O)[nH]1	-21	-2	13
O=C(NCCN1CCOCC1)c1cc(Cl)ccc1[N+](=O)[O-]	-11	0	6
O=C(O)c1nn(-c2ccccc2-c2n[nH]c(=O)[nH]c2=O)c(=O)[nH]c1=O	5	0	10
CCCCCCCCNC(=O)c1ccc(C)cc1	-5	0	-25
c1ccc2c(c1)nnn1c3ccccc3nc21	-21	-2	8
Cc1ccccc1Nc1nnc(SCc2nc3ccccc3c(=O)[nH]2)s1	6	-3	4
COc1ccc(C(=O)NCC(=O)OCn2nnc3ccccc3c2=O)cc1OC	5	-5	24
Cc1sc2nc(CSc3nc4ccccc4s3)[nH]c(=O)c2c1C	8	-6	22
O=C(CC(=O)NC1CCCCC1)N/N=C/c1ccccc1F	-3	-3	4
CC1(C)CC(=O)C2=C(C1)OC1=C(C(=O)CC(C)(C)C1)C2(C)C	4	1	3
CCC(=O)N1CC2(CC(c3cccc(NC(=O)COc4ccc(Cl)cc4)c3)=NO2)C[C@@H]1C(N)=O (stereo not given in full)	-4	6	5
O=C(NC(=S)Nc1cc(S(=O)(=O)N2CCOCC2)ccc1N1CCOCC1)C1CCCC1	3	-3	1
CC(C)(C)C1=CC=C(C(C)(C)C)C(=O)C1=O	-5	3	-23
O=c1[nH]c(CSc2nnc3ccccn23)nc2cc(C(F)(F)F)ccc12	1	-4	-1
Cc1nc(N2CCCCC2)sc1C=O	-10	0	8
CN(C)c1ccc(/C=N/NC(=O)CN2CCN(c3ccc(F)cc3)CC2)cc1	0	-2	-8
C#CCOCCOCCOCCNc1nc(N2CCN(C(=O)C(Cc3ccc(O)cc3)n3cc(C(N)CC(C)C)nn3)CC2)nc(N2CCN(C(=O)C(Cc3cc4ccccc4[nH]3)n3cc(C(N)Cc4ccc(O)cc4)nn3)CC2)n1 (stereo not given)	78*	4	19
COCCNC(=O)/C(C#N)=c1\s/c(=C\c2ccccc2OC(F)F)c(=O)n1Cc1ccccc1	-5	-3	-15
CC(C)(C)c1ccc(-c2nc(O)c(CC(=O)O)s2)cc1	4	-4	4
CC(=O)C1=C(C)NC(SCC(=O)c2ccc(-c3ccccc3)cc2)=C(C#N)C1c1cccnc1 (stereo not given)	1	-5	8
[O-][n+]1onc2c1CCC(=N/O)/C2=N\Nc1ccccc1	-12	-1	6
(list continues)
SMILES	UBC13 polyUb	APJ ag	APJ antag
COC(C/C=C\C(=O)COCc1ccccc1)OC	-9	-4	7
Cn1c(SCC(=O)N=Nc2c(O)[nH]c3ccccc23)nc2ccccc21	2	0	11
COc1ccc(CNC(=O)C/C(C)=N/NC(=O)c2cc(OC)cc(OC)c2)cc1	4	-4	6
COc1ccc2c(c1)O[C@H](c1ccc3c(c1)OCO3)[C@@H](OC(=O)N[C@H](C)C1CCCCC1)C2=O	-14	-1	12
Cc1ccc(OCCN2CCN(CC(O)Cn3c4ccccc4c4ccccc43)CC2)cc1 (stereo not given)	5	-3	3
O=C1c2ccccc2C(=O)C2OC12 (stereo not given)	-58	-2	-9
O=C(O)CCN=C1CCc2ccccc2N1	4	1	-2
c1ccc(-c2nc(-c3cccnc3)n[nH]2)cc1	8	-1	6
CC(=O)c1ccc(N2CCN(CC(=O)Nc3ccc(N4CCOCC4)cc3)CC2)cc1	-6	2	5
ClCc1csc(N/N=C/c2cccs2)n1	6	-1	21
COc1cc(NC(=O)c2ccc(C)c([N+](=O)[O-])c2)ccc1NC(=O)c1ccco1	-28	0	9
Cc1cccc(-n2c(-c3ccco3)nc3nc4ccccc4nc32)c1	11	0	20
CCCCCCCC(=O)N/N=C(\C)c1ccc(N)cc1	1	-4	-5
CCn1c(=N)c(S(=O)(=O)c2ccc(Cl)cc2)cc2c(=O)n3ccccc3nc21	-2	-2	-1
CCCCNc1c(N)n(CCCC)c(=O)[nH]c1=O	-9	-3	-14
COc1ccc(OC)c(Nc2nc(N)nc(CSc3nnc(-c4ccncc4)o3)n2)c1	3	-2	5
COCCNc1nc(-c2cc(C(=O)Nc3ccccc3)on2)cc(C(C)C)n1	10	-5	-60
O=C(CSC1=NC(=O)C(Cc2ccccc2)C(=O)N1)Nc1ncccn1 (stereo not given)	-10	-1	-7
Cc1ccc2cc3c(N)c(C(=O)N4CC(=O)Nc5ccccc54)sc3nc2c1	-25	-20	98*
CC(C)c1ccccc1NS(C)(=O)=O	3	1	7
O=C(CNc1c(Br)cc(Br)cc1Br)NN=C1CCCCC1	7	-2	5
Clc1ccc(NCc2ccsc2)cc1	-1	-3	12
O=C(Nc1nc(-c2ccccn2)cs1)c1ccc(S(=O)(=O)N2CCCCC2)cc1	-5	-1	6
COc1ccc(C([O-])=Nc2ccc[n+](-c3nc4ccccc4nc3NS(=O)(=O)c3ccccc3)c2)cc1	-4	-3	12
OCc1cccnc1	-1	-3	15
CC1=NN(c2ccccc2)C(=O)C1N=Nc1ccc(C)cc1 (stereo not given)	-7	-2	-4
CC(C)OC(=O)c1c(NC(=O)c2cnn3c2NC(c2ccccc2)CC3C(F)F)sc2c1CCCC2 (stereo not given)	5	-2	0
COc1cccc(OCCOCCNCCO)c1	16	-2	-5
Cn1c(=O)c2c(SCC(=O)N3CCOCC3)nc(C3CCCCC3)nc2n(C)c1=O	-10	1	9
O=C(N/N=C1/CCCc2ccccc21)c1cc([N+](=O)[O-])cc([N+](=O)[O-])c1	-13	2	-34
COC(=O)c1ccc(CSCc2ccc(C#N)cc2)cc1	2	0	1
COc1ccc(/C=N/n2cnc3c([nH]c4ccccc43)c2=O)cc1COc1ccccn1	6	1	-12
COc1cc(C[C@@H](CO)[C@H](CO)Cc2ccc(O)c(OC)c2)ccc1O	4	0	7
COc1ccc(N2CCCn3c2nc2c3c(=O)n(CCCc3ccccc3)c(=O)n2C)cc1	10	-3	11
O=C1Nc2ccc(Br)cc2C1=Nc1ccc(-c2nnc3n2CCCCC3)cc1	-30	-19	49*
CCc1ccc(Nc2n[n+](-c3ccccc3)c(/C=C/c3ccccc3)s2)cc1	70*	11	11

Five compounds drawn at random from the list so far, as already listed:
SMILES	UBC13 polyUb	APJ ag	APJ antag
COc1cc(NC(=O)c2ccc(C)c([N+](=O)[O-])c2)ccc1NC(=O)c1ccco1	-28	0	9
O=C(Nc1nc(-c2ccccn2)cs1)c1ccc(S(=O)(=O)N2CCCCC2)cc1	-5	-1	6
O=P(O)(O)CP(=O)(O)O	9	11	9
CC(C)(C)C1=CC=C(C(C)(C)C)C(=O)C1=O	-5	3	-23
COc1cc(C[C@@H](CO)[C@H](CO)Cc2ccc(O)c(OC)c2)ccc1O	4	0	7

Shown field by field: 4 of the compounds above
COc1cc(C[C@@H](CO)[C@H](CO)Cc2ccc(O)c(OC)c2)ccc1O
  UBC13 polyUb: 4
  APJ ag: 0
  APJ antag: 7
COc1cccc(OCCOCCNCCO)c1
  UBC13 polyUb: 16
  APJ ag: -2
  APJ antag: -5
O=C(N/N=C1/CCCc2ccccc21)c1cc([N+](=O)[O-])cc([N+](=O)[O-])c1
  UBC13 polyUb: -13
  APJ ag: 2
  APJ antag: -34
CC1=NN(c2ccccc2)C(=O)C1N=Nc1ccc(C)cc1 (stereo not given)
  UBC13 polyUb: -7
  APJ ag: -2
  APJ antag: -4

More records follow:
SMILES	UBC13 polyUb	APJ ag	APJ antag
CN1CCN(CC(O)c2ccccc2)CC1 (stereo not given)	8	-1	-4
CC1(C)C(=O)CC[C@@]2(C)[C@H]1CC[C@@]1(C)CC3=C(CC[C@@H]12)[C@@]1(C)CCC(=O)C(C)(C)[C@@H]1CC3	-12	15	-98
CC1(C)Cc2nc3sc4c(N5CCCC5)nnnc4c3cc2CO1	6	-3	0
COC(=O)c1ccc(CSc2ccc3nnc(-c4ccc(OC)cc4)n3n2)o1	-19	-7	-10
O=C1NN(c2ccc(F)cc2)C(=O)/C1=C\c1cnn(-c2ccccc2)c1	-19	-5	20
COc1ccc(/C=C(\C#N)C(=O)OCC(=O)NCc2ccc(Cl)cc2)cc1	-6	0	-1
Cc1ccc2c(c1)C1CCCC3C1N2CC(=O)N3Cc1ccccc1 (stereo not given)	-7	1	-11
Cc1ccc(NS(=O)(=O)c2cccc(C(=O)NN3CCOCC3)c2)cc1	-2	-2	-3
Cc1ccc(NC(=O)Cc2ccccc2)c(C)c1	3	-4	12
COc1cccc(CC(NC(C)=O)C(=O)NC2CCN(c3ncccc3[N+](=O)[O-])CC2)c1 (stereo not given)	-16	-2	-18
CC(C)[C@]1(c2ccccc2)ON(c2ccccc2C(F)(F)F)C1=O	10	-3	20
O=C(OCCC1Oc2cccnc2NC1=O)c1ccc([N+](=O)[O-])cc1 (stereo not given)	1	-3	-37
COC/C=C/C1=CC2=CC(=O)C(C)(OC(=O)c3cnc4ccccc4n3)C(=O)C2=CO1 (stereo not given)	-56	7	11
COc1ccccc1N1CCN(C(=O)COc2ccc(S(=O)(=O)NC(C)(C)C)cc2)CC1	10	-3	4
